Screens deposited in PubChem BioAssay by several laboratories.
Rac1 GTP hydrolysis: MgcRacGAP GTPase-activating activity inhibitors, confirmation, biochemical, ADP Hunter fluorescence | Rac GTPase-activating protein 1 (Homo sapiens) | MgcRacGAP-stimulated Rac1 GTP hydrolysis, ADP Hunter fluorescence; higher % means a stronger effect; GST-tagged Rac1 F28L mutant substrate | inhibition, % at 30 µM; hits with a dose series show IC50 in µM | actives 0.6% (n = 340,000) | AID 624330, 2012;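 active = first-screen hits whose inhibition reached a set limit at any dose in the follow-up dose series; inconclusive = inhibition above the set first-screen limit but never retested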;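 note: fluorescence reports GDP produced by GAP-driven GTP hydrolysis; strong numbers were not always called active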
UTI89 phage lysis: inhibition of K1F phage lysis, E. coli UTI89, bacterial capsule biogenesis inhibitors, alamar blue (AID 488966) | E. coli UTI89 K1F phage lysis, alamar blue, 2 h; higher % means a stronger effect | actives 0.02% (n = 340,000) | inhibition, % at 100 µM; hits with a dose series show IC50 in µM;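 active = phage lysis inhibition, versus mean bacterial control, above a set limit; inconclusive = no clear call, values can overlap the other calls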;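 note: capsule biogenesis inhibitors block K1F phage lysis so surviving cells raise fluorescence; higher fluorescence means more inhibition of phage lysis; actives were called in the ten point dose series up to 300 µM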
Large T inhibition: SV40 large T antigen inhibitors, biochemical (AID 1903); SV40 large T antigen ATPase/helicase inhibition assay; higher % means a stronger effect; one-dose inhibition, % at 20 µM; IC50 in µM for titrated hits; actives 0.39% (n = 310,000); in the data active = a potency from the dose series; inconclusive = inhibition mostly from about 32% at the one dose, without a potency; inactive = the rest, 99 in 100 with inhibition below about 32%; note: strong numbers were not always called active
SIAH1 antagonists: Siah-1 peptide-binding antagonists, primary screen, biochemical, fluorescence polarization, rhodamine-plectin, uHTS (AID 1817); E3 ubiquitin-protein ligase SIAH1 (Homo sapiens); Siah-1 / rhodamine-plectin peptide fluorescence polarization; higher % means a stronger effect; one-dose displacement, % at 20 µM; IC50 in µM for titrated hits; actives 0.02% (n = 290,000);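 active = displacement of at least 50% at 20 µM, with a fluorescence ratio check between 0.3 and a set limit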;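 note: plate controls were Siah plus tracer with DMSO for no effect and tracer alone without Siah for full effect; strong numbers were not always called active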
West Nile virus CPE: West Nile virus antiviral activity, cell-based, CPE readout (AID 1621). one-dose CPE inhibition, % at 10 µM; IC50 in µM for titrated hits. West Nile virus-infected cells, CPE inhibition; higher % means a stronger effect. actives 0.02% (n = 290,000); in the data active = a potency from the dose series; inconclusive = CPE inhibition mostly from about 3.7% at the one dose, without a potency; inactive = the rest, 99 in 100 with CPE inhibition below about 2.2%; note: strong numbers were not always called active
NS5 inhibitors: Dengue-2 NS5 methyltransferase inhibitors, primary screen, biochemical, confirmation dose response (AID 588689). Genome polyprotein (Dengue virus type 2 (strain 16681-PDK53)). Dengue-2 NS5 methyltransferase capping enzyme assay, biochemical; higher % means a stronger effect. inhibition, % at 25 µM, or IC50 in µM where a hit was titrated. actives 0.3% (n = 340,000); in the data active = a potency from the dose series; inconclusive = inhibition above about 29% without an active follow-up result
AID2073: inhibitors of Mint1-CaV2.2 protein interaction, biochemical, HTRF (AID 2073). Voltage-dependent N-type calcium channel subunit alpha-1B (Homo sapiens). HTRF protein-protein interaction, Mint1-CaV2.2; higher % means a stronger effect. inhibition, % at 20 µM; hits with a dose series show IC50 in µM. actives 0.19% (n = 290,000); in the data active = inhibition mostly above about 51%, no sharp cut-off; inconclusive = no clear call, values can overlap the other calls; inactive = mostly below about 53%; note: some results filed as inactive read as strong as hits
RSV antiviral HEp-2: RSV antiviral activity via CPE protection, HEp-2 cells, primary 10 µM value included (AID 2391). HEp-2 cells, RSV-induced CPE inhibition; higher % means a stronger effect. CPE inhibition, % at 10 µM; hits with a dose series show IC50 in µM. actives 0.13% (n = 310,000); in the data active = a potency from the dose series; inconclusive = CPE inhibition mostly from about 23% at the one dose, without a potency; inactive = the rest, 99 in 100 with CPE inhibition below about 21%; note: strong numbers were not always called active
NTR1 ag: agonists of NTR1, primary screen, imaging, U2OS cells, beta-arrestin-GFP, high content (AID 493036). actives 0.17% (n = 330,000). activation, % at 20 µM. NTR1-U2OS beta-arrestin-GFP spot imaging, agonist mode;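 active = activation at or above 40% of the spot to cytoplasm intensity ratio, with at least 20 cells analyzed; inconclusive = wells under 20 cells, flagged as cytotoxic or low count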;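 note: 0% = DMSO without peptide and 100% = 100 nM NTR1 peptide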
Target sequence (P30989 whole entry, looked up): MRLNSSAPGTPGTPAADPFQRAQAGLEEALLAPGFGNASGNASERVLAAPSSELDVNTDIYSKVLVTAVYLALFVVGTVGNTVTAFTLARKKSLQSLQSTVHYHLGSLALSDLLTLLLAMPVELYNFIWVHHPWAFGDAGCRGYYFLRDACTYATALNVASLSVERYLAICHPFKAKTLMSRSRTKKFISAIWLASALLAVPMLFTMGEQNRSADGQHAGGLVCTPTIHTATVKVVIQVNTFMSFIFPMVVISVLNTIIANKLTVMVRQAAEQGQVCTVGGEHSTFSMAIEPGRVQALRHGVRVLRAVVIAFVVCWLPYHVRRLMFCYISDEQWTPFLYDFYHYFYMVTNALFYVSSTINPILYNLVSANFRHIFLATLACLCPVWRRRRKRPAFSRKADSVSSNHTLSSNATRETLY
NTR1 ag cell count 20 µM: second read-out of NTR1 ag, no call of its own (marks repeat the call); cell count; measured here: cell count, cytotoxicity flag
NS5 inhibitors pilot replicate: second read-out of NS5 inhibitors, no call of its own (marks repeat the call); inhibition, %; measured here: pilot screen replicate inhibition
* marks the source's active call; other numbers are inactive results; ? = inconclusive; · = no result given; [ ] = another dose, or the depositor's remark.

SMILES | Rac1 GTP hydrolysis | UTI89 phage lysis | Large T inhibition | SIAH1 antagonists | West Nile virus CPE | NS5 inhibitors | AID2073 | RSV antiviral HEp-2 | NTR1 ag | NTR1 ag cell count 20 µM | others
Cc1nnc(N/N=C/c2ccccc2O)n1N | -8% | 0.0% | -1% | 2% | 0.7% | 7% | 7% | 0.2% | 0.4 | 44
O=C(O)c1cc(-c2cccs2)nn1-c1cccc(Cl)c1 | 10% | 2.0% | 10% | -1% | -0.3% | -1% | 20% | 2.1% | -1.3 | 73
CCc1ccc(OCC(=O)NNC(=O)c2cc3ccccc3o2)cc1 | 10% | 6.2% | 8% | 12% | 0.0% | 4% | 16% | 4.9% | 1.4 | 42
O=C1C2CC=C(Cl)CC2C(=O)N1CC1Cc2ccccc2CO1 (stereo not drawn) | 3% | -1.1% | -1% | -4% | -0.2% | -2% | 6% | -0.4% | -2.1 | 67
CCCCCCCCOC(=O)/C=C/c1c(C)[nH]c(=O)[nH]c1=O | 7% | 5.3%[50 µM] | 8% | 4% | -0.9% | 1% | -7% | 8.7% | 2.7 | 63
Nc1nn2c(C(F)(F)F)cc(=O)[nH]c2c1N=Nc1cccc(F)c1 | 8% | 1.5% | 5% | -6% | 0.5% | 23% | -16% | 3.6% | 2.9 | 42
Cc1ccccc1OCc1nc(-c2ccc(NC(=O)c3cccs3)cc2)no1 | 9% | 1.0% | 5% | 1% | -1.4% | 1% | 7% | 8.0% | 5.2 | 35
O=C(CN1C(=O)C2CC=C(Cl)CC2C1=O)N1CCOCC1 (stereo not drawn) | -2% | 2.2% | -3% | 3% | 0.4% | 11% | 5% | 0.6% | 4.0 | 61
Nc1ccc(C(=O)c2ccccc2C(=O)O)cc1Cl | 11% | -1.1% | 9% | -5% | 0.9% | 6% | -2% | -0.2% | 0.1 | 52
COc1ccc(CCN(C)C(=O)c2oc3ccccc3c2C)cc1OC | 3% | 1.5%[50 µM] | 29% | · | · | -5% | · | -0.4% | 0.4 | 55
O=C1C(=O)N(c2nccs2)C(c2ccccc2)/C1=C(\O)c1ccc2c(c1)OCCO2 (stereo not drawn) | 7% | 0.0% | 20% | -5% | 0.4% | 2% | 24% | 4.8% | 2.2 | 73
COC(=O)/C(C#N)=C/c1c[nH]c2ccccc12 | 3% | -0.2% | 7% | 4% | -0.6% | -1% | 2% | 3.0% | 0.3 | 46
O=c1c2[nH]cnc2n(-c2cccc(F)c2)c(=O)n1Cc1ccccc1 | 3% | -0.2% | 6% | 0% | -0.5% | 1% | 12% | 1.7% | 1.1 | 93
COC(=O)[C@H](CC(C)C)NC(=O)Nc1ccc2c(c1)OCCO2 | 6% | 6.8% | 10% | 4% | -0.2% | 3% | 2% | 0.2% | -0.1 | 56
CCN1CCN(c2ccc(S(=O)(=O)N3CCOCC3)cc2NC(=O)c2ccc(Cl)cc2Cl)CC1 | 7% | 1.1%[50 µM] | 13% | · | · | -4% | · | 11% | 0.2 | 64
Cc1ccccc1OCC(=O)NNC=O | 10% | 0.1% | 1% | 3% | 0.1% | -5% | 13% | -1.0% | -1.4 | 47
O=C(CCSc1nc(-c2ccco2)cc(C(F)(F)F)n1)N1CCCc2ccccc21 | 10% | 0.3% | -2% | 4% | -0.3% | 6% | -2% | 5.2% | 15 | 46
CCN(CC)S(=O)(=O)c1ccc(Cl)c(NC(=O)COc2ccc3c(C)cc(=O)oc3c2)c1 | 9% | 0.3% | -1% | 4% | 0.2% | -3% | 1% | 0.3% | 2.5 | 72
CC1CCC(C(C)C)C(OC(=O)CSc2nc(N)cc(=O)[nH]2)C1 (stereo not drawn) | 8% | -1.3% | -2% | -1% | -0.5% | -5% | 2% | -0.9% | -2.1 | 43
Cc1cc(C)nc(N2CCN(c3nc(C)cc(C)n3)CC2)n1 | · | · | 2% | -4% | 0.3% | · | 0% | · | · | ·
CC(NCc1cccnc1)c1ccccc1 (stereo not drawn) | 7% | 0.1% | 5% | -3% | -0.8% | -2% | -6% | -0.3% | 1.2 | 50 | NS5 inhibitors pilot replicate=0.3
COC(=O)CC1(C(=O)OC)Oc2ccccc2C(=O)N1c1ccc(F)cc1F (stereo not drawn) | 10% | 0.3% | 9% | · | · | -1% | · | 2.6% | 0.4 | 65
Cc1ccn2cc(CNS(=O)(=O)c3cccs3)nc2c1 | 12% | 0.7%[50 µM] | 23% | -1% | 1.1% | -5% | 5% | 0.1% | 0.8 | 58
O=C(OCCCc1cc2ccccc2c(=O)o1)c1ccco1 | 0% | 2.1% | · | · | · | 2% | · | 1.2% | 2.9 | 56
Cc1cccc2cc(CN(CCCO)C(=O)Nc3ccc(Cl)cc3)c(=O)[nH]c12 | 18% | -0.3% | 3% | 2% | -0.3% | -8% | 5% | · | · | ·
COc1cc(C(=O)Nc2cccc(-c3nncn3C)c2)cc(OC)c1OC | 9% | 1.1% | 4% | 5% | 0.3% | -1% | 37% | -0.7% | 0.2 | 32
C=CCN(C(=O)Nc1ccc(Cl)cc1)C1CC(=O)N(c2ccc(OC)cc2)C1=O (stereo not drawn) | 1% | -0.6% | 10% | 2% | · | -4% | -6% | 1.0% | 2.2 | 75
Cc1cc(NS(=O)(=O)c2ccc(NC(=O)COc3ccccc3C(C)(C)C)cc2)no1 | 1% | -0.2% | 15% | -4% | 0.3% | 6% | 23% | 11% | 0.1 | 56
Cc1ccccc1CC(=O)OCC(=O)Nc1ccc(C)c(S(=O)(=O)N2CCCCC2)c1 | 5% | 0.5%[50 µM] | · | · | · | -4% | · | 2.1% | 4.5 | 69
Cc1n[nH]c(=O)nc1NCCc1ccccc1 | 8% | -0.2% | 10% | 0% | 0.1% | -12% | 9% | 1.4% | 5.8 | 88
CCC(C)C(NC(N)=O)C(=O)Nc1ccc(OCc2ccccc2)cc1 (stereo not drawn) | 16% | 0.0% | 14% | -1% | -0.2% | 1% | 3% | -1.7% | 0.0 | 46
CCCCC(=O)Nc1ccc(C(=O)N2CCCC(C(=O)OCC)C2)cc1 (stereo not drawn) | 1% | 0.3% | 7% | -2% | 0.4% | -10% | -4% | 1.2% | 0.2 | 65
O=[N+]([O-])c1ccc(/C=[N+](\[O-])CCO)o1 | 5% | 0.7% | 2% | 3% | 1.3% | -7% | 39% | -0.8% | -1.6 | 80
CC(C)c1ccc(NC(=O)CN2C(=O)NC(C)(C3CC3)C2=O)cc1 (stereo not drawn) | 0% | 1.9%[50 µM] | · | · | · | 1% | · | 1.0% | 0.3 | 61
CSc1nnc(CCNC(=O)OC(C)(C)C)o1 | 8% | 0.0% | 10% | -5% | 0.1% | -3% | -9% | 1.7% | -0.2 | 43
COc1cccc(-n2nc(C(C)=O)c(=O)[nH]c2=O)c1 | 3% | -1.5% | 7% | -2% | -0.6% | 4% | -6% | -0.2% | 0.1 | 22
Cc1c(C(=O)N2CCN(Cc3ccc4c(c3)OCO4)CC2)sc2ncnc(N3CCN(c4ccccc4)CC3)c12 | 7% | 0.1% | 3% | 0% | -0.3% | -11% | 32% | 5.3% | 5.4 | 64
CCOc1ccc2nc(SCC(=O)NCc3ccc(OC)c(OC)c3)[nH]c2c1 | 0% | 0.2% | 5% | -3% | -0.4% | -7% | -13% | 1.2% | -1.5 | 99
COc1ccc(CCNC(=O)C2CCCN(S(=O)(=O)N3CCCCCC3)C2)cc1OC (stereo not drawn) | -14% | 0.9% | 7% | -3% | -1.0% | -5% | 19% | -0.1% | -0.4 | 69
Cc1nnc2sc(-c3cccc(NC(=O)c4cccnc4)c3)nn12 | 12% | 0.2% | 3% | -2% | 0.3% | -1% | 4% | -0.6% | 0.5 | 78
CC1=NOC(=O)/C1=C/c1ccc(O)c(Cl)c1 | 11% | 0.2% | ? | 3% | -0.6% | 7% | 2% | 0.8% | 0.0 | 84
Nc1nnc(SCC(=O)Nc2nccs2)s1 | 3% | 0.5% | 1% | 6% | 1.4% | -3% | 12% | 0.1% | 0.5 | 50
O=C(CN1CCN(Cc2ccccc2)CC1)NCC1COc2ccccc2O1 (stereo not drawn) | 11% | 0.7% | 6% | 23% | -0.3% | -5% | 8% | -1.3% | 2.6 | 65
CC1Sc2ccc(S(=O)(=O)CCC(=O)N3CCc4ccccc43)cc2NC1=O (stereo not drawn) | 9% | 0.1% | 7% | 1% | -0.1% | -7% | 6% | · | 0.3 | 69
COc1cccc(NC(=O)NC2(C(F)(F)F)Oc3ccccc3O2)c1 | 5% | 3.2% | 19% | -2% | -0.3% | -3% | -27% | 0.5% | 0.0 | 85
Cc1nc2ccc(S(=O)(=O)N(C)CC(=O)NCc3ccc(N(C)C)cc3)cc2s1 | 11% | -0.1% | 8% | 11% | -0.3% | -48% | -2% | 1.8% | 0.5 | 61
CCCOc1ccc(OCCCCNC(C)CC)cc1 (stereo not drawn) | 22% | -0.3% | 3% | 6% | -0.7% | -7% | 2% | -0.7% | -1.7 | 85
COc1ccc(C)cc1NC(=O)C1CCN(S(=O)(=O)c2ccc3c(c2)C(C)(C)C(=O)N3C)CC1 | -2% | -2.1% | · | 1% | -1.0% | -1% | 0% | 1.5% | -0.6 | 51
COc1ccc(CC(=O)N/N=C(\C)CC(=O)Nc2ccc(N(C)C)cc2)cc1OC | 27% | 0.1% | 10µM* | -10% | 0.8% | 16% | -3% | 0.7% | 0.1 | 43
O=C(COC(=O)c1ccc(S(=O)(=O)N2CCOCC2)cc1)NC1CCCC1 | 3% | 0.7% | 14% | -3% | 0.9% | 2% | 2% | 0.8% | -0.2 | 59

Of the compounds above, 3 contain a CF3 group.
SMILES | Rac1 GTP hydrolysis | UTI89 phage lysis | Large T inhibition | SIAH1 antagonists | West Nile virus CPE | NS5 inhibitors | AID2073 | RSV antiviral HEp-2 | NTR1 ag | NTR1 ag cell count 20 µM | others
Nc1nn2c(C(F)(F)F)cc(=O)[nH]c2c1N=Nc1cccc(F)c1 | 8% | 1.5% | 5% | -6% | 0.5% | 23% | -16% | 3.6% | 2.9 | 42
O=C(CCSc1nc(-c2ccco2)cc(C(F)(F)F)n1)N1CCCc2ccccc21 | 10% | 0.3% | -2% | 4% | -0.3% | 6% | -2% | 5.2% | 15 | 46
COc1cccc(NC(=O)NC2(C(F)(F)F)Oc3ccccc3O2)c1 | 5% | 3.2% | 19% | -2% | -0.3% | -3% | -27% | 0.5% | 0.0 | 85
